# A3G deaminase – blocks human APOBEC3G single-stranded DNA deamination | Q9HC16 | recombinant A3G, ssDNA deamination FAM/TAMRA fluorescence | inhibition, % at 20 µM | actives 0.28% (n = 330,000);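 active means inhibition of at least 40% at 20 µM, with no more than 30% in the related APOBEC3A deaminase screen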;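 further: plate controls were DMSO wells with A3G for no effect and wells lacking A3G enzyme for full effect; some compounds called inactive have numbers as strong as hits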
# Target sequence (Q9HC16 whole entry, looked up): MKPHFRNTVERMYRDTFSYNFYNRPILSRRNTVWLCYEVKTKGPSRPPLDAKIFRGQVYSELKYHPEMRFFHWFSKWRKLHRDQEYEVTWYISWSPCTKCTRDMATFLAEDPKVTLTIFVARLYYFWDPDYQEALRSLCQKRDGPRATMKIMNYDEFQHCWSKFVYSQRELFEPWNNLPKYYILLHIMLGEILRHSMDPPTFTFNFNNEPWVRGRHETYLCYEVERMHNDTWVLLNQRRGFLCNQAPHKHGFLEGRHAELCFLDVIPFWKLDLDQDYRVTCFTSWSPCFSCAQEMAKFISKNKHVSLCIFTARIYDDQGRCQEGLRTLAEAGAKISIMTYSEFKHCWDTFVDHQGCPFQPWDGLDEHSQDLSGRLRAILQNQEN
# SENP8 block-1 – SENP8 (human) protease inhibition | inhibition, % at 20 µM | AID 602440 | recombinant SENP8, Nedd8 substrate fluorescence | actives 0.64% (n = 360,000) | Q96LD8; in the data active means inhibition mostly above about 40%, no sharp cut-off; inactive means mostly below about 27%
# UBC13 polyUb – human UBC13 polyubiquitination inhibition. P61088. UBC13 polyubiquitin chain formation, TR-FRET. inhibition, % at 20 µM. actives 0.47% (n = 330,000); in the data active means inhibition above about 45%, passing the limit was not always enough
# Target sequence (P61088 whole entry, looked up): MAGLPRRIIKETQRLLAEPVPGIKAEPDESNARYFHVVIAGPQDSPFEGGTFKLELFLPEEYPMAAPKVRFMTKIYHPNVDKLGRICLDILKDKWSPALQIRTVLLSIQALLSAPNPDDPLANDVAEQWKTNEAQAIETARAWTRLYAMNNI
# SENP8 block-2 – blocks the human protease SENP8. inhibition, % at 10 µM. purified SENP8, Z-RLRGG-aminoluciferin cleavage, luminescence. actives 1.2% (n = 330,000). AID 2540. Q96LD8; in the data active means inhibition above about 50%
# SENP1 inh – blocks the human SENP1 SUMO protease catalytic domain. Q9P0U3. recombinant SENP1 catalytic domain, CyPet-SUMO1-YPet FRET cleavage. inhibition, % at 10 µM. actives 0.21% (n = 360,000). AID 624204;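 active means inhibition at least 30% at 10 µM, raw YFP signal under a set limit, fluorescence ratio 0.5 to 1.5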;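 further: 0% = enzyme with DMSO and 100% = no enzyme wells; some results filed as inactive read as strong as hits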
#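 material = recombinant human SENP1 catalytic domain, His6-tagged | quantity = 20 pM enzyme | reagent = 25 nM SUMO1 FRET substrate | compound dosing = 10 µM single point, 0.5% DMSO | timing = 50 min enzyme reaction, room temperature, light-protected | detection = FRET, CFP and YFP emission | control set = no-enzyme low, enzyme-DMSO high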
# Apaf1 inhib – blocks human Apaf-1 apoptosome activity; O14727; reconstituted apoptosome caspase-3 activity, DEVD-Rh110 fluorescence; inhibition, % at 20 µM; actives 0.71% (n = 330,000); AID 489030; active means inhibition of at least 40% at 20 µM;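 further: plate controls were DMSO wells for no effect and DEVD-CHO caspase inhibitor wells for full effect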
#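 Material: reconstituted apoptosome with Apaf-1, cytochrome c, caspase-9, procaspase-3, dATP. Technique: Rh110 fluorescence intensity. Buffer or medium: pH 7.5 Hepes buffer with CHAPS, BSA, DTT. Times: 30 min plus 50 min, RT.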
# SENP7 inh – SENP7 protease inhibition | actives 1.5% (n = 330,000) | recombinant SENP7, Z-RLRGG-aminoluciferin luminescence, 40 min | AID 434973 | Q9BQF6 | inhibition, % at 5 µM;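 active means inhibition above about 50% at the single test dose, limit read from the data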;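 further: plate controls were DMSO with enzyme for no effect and no enzyme buffer wells for full effect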
# SENP6 block – inhibitors of human SENP6 protease | Q9GZR1 | Recombinant SENP6 catalytic domain, aminoluciferin luminescence | inhibition, % at 10 µM | actives 1.8% (n = 330,000) | AID 2599;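 active means inhibition above about 50% at the single tested dose, limit read from the data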;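 further: plate controls were DMSO wells with enzyme for no effect and DMSO wells lacking enzyme for full effect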
# Target sequence (Q9GZR1 628-1112 limits assumed): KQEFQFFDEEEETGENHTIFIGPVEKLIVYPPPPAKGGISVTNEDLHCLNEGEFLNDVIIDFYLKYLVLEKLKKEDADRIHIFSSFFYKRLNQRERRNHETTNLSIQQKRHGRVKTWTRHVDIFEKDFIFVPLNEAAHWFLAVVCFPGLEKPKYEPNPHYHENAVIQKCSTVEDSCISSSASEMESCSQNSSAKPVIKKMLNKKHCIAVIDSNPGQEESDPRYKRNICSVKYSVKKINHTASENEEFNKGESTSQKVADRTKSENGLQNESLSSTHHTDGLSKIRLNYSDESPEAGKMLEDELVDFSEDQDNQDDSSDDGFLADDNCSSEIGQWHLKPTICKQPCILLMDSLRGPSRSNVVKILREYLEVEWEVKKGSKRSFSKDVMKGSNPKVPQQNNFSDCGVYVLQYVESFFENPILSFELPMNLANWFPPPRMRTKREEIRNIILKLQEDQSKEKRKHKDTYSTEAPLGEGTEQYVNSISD
# * marks the source's active call; other numbers are inactive results. Compounds were not picked by outcome, and some 3.6% of all compounds hit somewhere here.
no. | molecule | UBC13 polyUb | SENP8 block-1 | SENP8 block-2 | SENP1 inh
1 | Cc1ccc(CS(=O)(=O)CCC(=O)NCCC2=CCCCC2)cc1 | -12 | 12 | -5 | 1
2 | CCN(CC)CCCNC(=O)c1cc2c(=O)[nH]c3ccc(C)cc3c2s1 | 25 | -282 | 0 | 1
3 | Cc1ccsc1/C=N/N=C1\C(=O)Nc2ccccc21 | -48 | 19 | -11 | 3
4 | CC1=C(C(=O)OCc2ccccc2)C(c2ccoc2)C(C#N)=C(N)O1 (stereo unspecified) | 4 | -13 | -7 | -31
5 | CC(C)(C)NC(=O)NC(=O)Cn1ccsc1=N | -3 | 10 | -3 | 1
6 | CSCCC(NC(=O)C1CCCC1)c1nnc2ccccn12 (stereo unspecified) | 0 | 6 | -4 | -1
7 | O=C(COC(=O)/C=C/c1ccc(Cl)cc1)NC1CCCC1 | -14 | 14 | -9 | 2
8 | O=C(Nc1ccc([N+](=O)[O-])cc1)c1nc[nH]c1C(=O)NC1CCCCC1 | -6 | 15 | 1 | -9

no. | SENP7 inh | A3G deaminase | Apaf1 inhib | SENP6 block
1 | -9 | -1 | 14 | -13
2 | 5 | -3 | 5 | -8
3 | -8 | -5 | 10 | -9
4 | 3 | -8 | 15 | -4
5 | 3 | 6 | 3 | -15
6 | 2 | -5 | -13 | 1
7 | -3 | -4 | -3 | -6
8 | 1 | 0 | 5 | 5

# The results go on:
no. | molecule | UBC13 polyUb | SENP8 block-1 | SENP8 block-2 | SENP1 inh
9 | COc1ccc(OC)c(Nc2c3c(nc4ccccc24)CCC3)c1 | -2 | -13 | -4 | 1
10 | Cc1cc2oc(=O)sc2cc1NS(=O)(=O)c1cccc2cccnc12 | 4 | 6 | 10 | 3
11 | COc1ccc(N2C(=O)CC(Sc3nc(C)cc(C)c3C#N)C2=O)cc1 (stereo unspecified) | 0 | 22 | -1 | 0
12 | CC(=O)NC1(C(F)(F)F)NC(=O)N(c2ccc(F)cc2)C1=O (stereo unspecified) | 17 | 16 | 5 | 1
13 | COc1cc(/C=C2\SC(=O)N(CCNC(=O)c3sc4cc(F)ccc4c3Cl)C2=O)cc(OC)c1OC | 1 | -179 | 15 | 0
14 | Cc1ccc(SCc2nc3ccccc3n2CC(=O)Nc2c(C)cccc2C)cc1 | 0 | -30 | 1 | -8
15 | O=S(=O)(NC1=NCCC1)c1cccc(NC(=S)NCCc2ccccc2)c1 | 20 | 13 | -1 | 1
16 | CCCOc1ccccc1N/C(=N/c1nc(C)cc(C)n1)NC(=O)Nc1ccc(Cl)cc1 | -5 | 22 | -4 | 2

no. | SENP7 inh | A3G deaminase | Apaf1 inhib | SENP6 block
9 | 5 | -6 | 5 | -1
10 | 4 | -9 | -7 | -9
11 | 3 | -4 | -16 | 8
12 | 7 | -8 | -4 | -6
13 | -4 | -5 | -1 | -3
14 | 1 | -2 | -11 | -19
15 | 0 | -2 | 8 | -8
16 | 7 | -5 | 2 | -18

# Next part:
no. | molecule | UBC13 polyUb | SENP8 block-1 | SENP8 block-2 | SENP1 inh
17 | CCCNC(=O)N1CCC(n2nccc2NC(=O)CCOc2ccccc2)CC1 | -8 | -4 | -13 | 1
18 | CCCCCCCNC(=O)C1(CC2CC(c3ccc(Cl)cc3)=NO2)CCN(C(=O)C2CCCC2)CC1 (stereo unspecified) | 7 | 20 | 2 | 3
19 | Cc1cc2ncn(C(=O)N3CCOCC3)c2cc1C | 2 | 25 | -2 | -1
20 | CC1(C)Cc2c(cnn2-c2ccccc2)C(NC(=O)c2ccc[n+]([O-])c2)C1 (stereo unspecified) | -2 | 3 | -9 | 1
21 | O=C(NCc1ccc(F)cc1)c1cc(S(=O)(=O)N2CCCCC2)ccc1Cl | 5 | 10 | -4 | 1
22 | Cc1ccc2c(c1)N(CC(=O)NCCCN1CCOCC1)C(=O)c1cccnc1O2 | 2 | 6 | 0 | 0
23 | Cc1ccccc1C=O | -1 | 5 | 10 | -2
24 | CCOC(=O)N1CCN(c2c(N3CCN(c4ccccc4OC)CC3)c(=O)c2=O)CC1 | -4 | 7 | 5 | 1

no. | SENP7 inh | A3G deaminase | Apaf1 inhib | SENP6 block
17 | -7 | 0 | -2 | -2
18 | -5 | -8 | 8 | 6
19 | 0 | 2 | -4 | -8
20 | 5 | 10 | 12 | -14
21 | -11 | -2 | 9 | -2
22 | -9 | -4 | -4 | 0
23 | -2 | -10 | -10 | -9
24 | -2 | -12 | 2 | -3

# Later entries:
no. | molecule | UBC13 polyUb | SENP8 block-1 | SENP8 block-2 | SENP1 inh
25 | O=C1CCC(=O)N1N1C(=O)C2C3c4ccccc4C(c4ccccc43)C2C1=O (stereo unspecified) | 3 | -10 | -13 | 1
26 | CC(C)=CC(=O)O[C@@H]1Cc2c(ccc3ccc(=O)oc23)OC1(C)C | 4 | -342 | 4 | -32
27 | COCCN(C(=O)c1csnn1)C(C(=O)NC(C)(C)C)c1cccc(OC)c1 (stereo unspecified) | -6 | 2 | -2 | -1
28 | COCCN1C(=O)c2ccc(C(=O)Nc3cccnc3)cc2C1=O | -5 | 9 | -11 | -1
29 | O=S(=O)(NCC1CN(S(=O)(=O)c2ccc3c(c2)OCCO3)C1)c1c(F)cccc1F | -2 | 9 | -2 | -1
30 | Cc1cc(OCC(=O)c2ccc(C(F)(F)F)cc2)n2cnnc2n1 | 2 | 11 | -7 | 0
31 | Cc1ccc(C(=O)OCN2C(=O)c3ccccc3C2=O)c(O)c1 | 8 | 3 | -1 | -1
32 | COC(=O)C1=C(C)N(C(C)c2ccccc2)C(=O)/C1=C\c1ccco1 (stereo unspecified) | -13 | 10 | -8 | -3

no. | SENP7 inh | A3G deaminase | Apaf1 inhib | SENP6 block
25 | -8 | -8 | 11 | -18
26 | 8 | -1 | 17 | 4
27 | -11 | -5 | 7 | 4
28 | 10 | -9 | 4 | -12
29 | 3 | 17 | 16 | -5
30 | 0 | -6 | -11 | -16
31 | 8 | -3 | 15 | -3
32 | -5 | -16 | 6 | 5

# Next records
no. | molecule | UBC13 polyUb | SENP8 block-1 | SENP8 block-2 | SENP1 inh
33 | O=S(=O)(/N=C(/Nc1cccc2ccccc12)c1ccccc1)c1ccc(F)cc1 | -3 | 13 | 5 | 2
34 | NNC(=O)CNC(=O)CNS(=O)(=O)c1ccccc1 | 3 | 5 | -7 | 3
35 | C=CCSc1ncccc1C(=O)NCc1ccc(C)cc1 | 1 | 7 | -4 | 4
36 | CCc1nnc(NC(=O)CN2CCN(c3cccc(OC)c3)CC2)s1 | -2 | 16 | -1 | 1
37 | CCCCC(=O)Nc1ccc(NC(=O)c2cnccn2)cn1 | 4 | 4 | 0 | -2
38 | Cc1ccc(NC(=O)CN(C)CC(=O)Nc2cccc(F)c2)cc1[N+](=O)[O-] | -12 | 12 | -12 | 2
39 | Cc1sc(NC(=S)NC(=O)c2cccs2)nc1-c1ccc(CC(C)C)cc1 | -3 | 20 | 13 | 1
40 | Cc1ccc(C)c(Cn2nnc3c(=O)[nH]c(C4CCN(S(=O)(=O)c5ccc(S(=O)(=O)NC6CC6)cc5)CC4)nc32)c1 | 0 | 1 | -6 | 1

no. | SENP7 inh | A3G deaminase | Apaf1 inhib | SENP6 block
33 | -2 | -3 | 17 | 11
34 | -9 | -5 | 2 | -20
35 | 10 | 3 | 4 | -3
36 | -2 | -5 | 3 | 8
37 | 3 | 2 | -1 | -14
38 | -4 | -8 | 11 | -4
39 | 8 | -2 | 1 | -1
40 | -6 | -12 | 26 | -4

# The list continues:
no. | molecule | UBC13 polyUb | SENP8 block-1 | SENP8 block-2 | SENP1 inh
41 | CC1CCN(C(=O)c2ccccc2NC(=O)c2cccs2)CC1 | -2 | 6 | -7 | 1
42 | O=Cc1ccccc1OCCN1CCCC1=O | -1 | -26 | -6 | -2
43 | O=c1cc(NCCO)c2ccccc2o1 | 4 | 9 | -1 | -1
44 | O=C(Cn1c(=O)n(CCC(=O)N2CCCCC2)c(=O)c2sccc21)NCc1ccccc1 | 2 | 5 | -3 | 2
45 | O=C(NCC1CCCO1)c1c(O)c2cccc3c2n(c1=O)CCC3 (stereo unspecified) | 32 | -62 | -4 | 1
46 | COc1ccc(CCNC(=O)CSc2ccc(-c3ccco3)nn2)cc1 | 0 | 20 | 0 | -2
47 | Clc1ccc(-c2nnc3n2CCCC3)cc1Cl | -15 | 12 | -9 | 0
48 | O=C1CSC(c2ccccc2)N1c1nc(-c2ccc(Cl)cc2Cl)cs1 (stereo unspecified) | -6 | 14 | -12 | 2

no. | SENP7 inh | A3G deaminase | Apaf1 inhib | SENP6 block
41 | 3 | -5 | 4 | -9
42 | -8 | -4 | 11 | -29
43 | -1 | -9 | -11 | -17
44 | -5 | -5 | 0 | -10
45 | 2 | -5 | 1 | 9
46 | -2 | -13 | -10 | 9
47 | 3 | -3 | 7 | -6
48 | -17 | -8 | 13 | -14

# Next records
no. | molecule | UBC13 polyUb | SENP8 block-1 | SENP8 block-2 | SENP1 inh
49 | Cc1coc2cc3oc(=O)c(CCC(=O)NCC(=O)O)c(C)c3cc12 | 4 | -250 | 0 | -2
50 | O=c1c2ccccc2nc2ccccn12 | 4 | -409 | -4 | -14
51 | CN(Cc1ccccc1F)C(=O)c1sccc1-c1ccccc1 | 6 | 2 | -1 | 0
52 | CCOc1ccc(-c2c(C)sc3nc[nH]c(=O)c23)cc1 | 0 | -24 | 5 | -17
53 | COCCCNc1nc(N)c([N+](=O)[O-])c(NCC2CCCO2)n1 (stereo unspecified) | 2 | 8 | -4 | -2
54 | CC(C)c1ccc(NC(=O)c2csnn2)cc1 | 2 | 12 | 12 | 0
55 | COCCN1C=C2C(=O)C(C)(OC(=O)CCc3ccccc3)C(=O)C=C2C=C1c1ccc(C#N)cc1 (stereo unspecified) | -72 | -53 | 5 | -42
56 | CC(C)(C)CNc1cc(N2CCCC2)ccc1[N+](=O)[O-] | -28 | 26 | -5 | 3

no. | SENP7 inh | A3G deaminase | Apaf1 inhib | SENP6 block
49 | 8 | -4 | 0 | -8
50 | 14 | -3 | -10 | -3
51 | -4 | -7 | 21 | 12
52 | -6 | -5 | -6 | -5
53 | 7 | -5 | -10 | 6
54 | 42 | -6 | 12 | 46
55 | -6 | -7 | 27 | -1
56 | -1 | 0 | 20 | 1

# Going on with the list:
no. | molecule | UBC13 polyUb | SENP8 block-1 | SENP8 block-2 | SENP1 inh
57 | Cc1c(C(=O)Nc2ccccc2)sc2ncn(CC(=O)N3CCCCC3)c(=O)c12 | -1 | 6 | 3 | -6
58 | CCN(CC)S(=O)(=O)c1ccc2c(c1)nc(SCC(=O)NCC1CCCO1)n2CC (stereo unspecified) | 0 | -4 | 1 | 1
59 | O=[N+]([O-])c1cccc(S(=O)(=O)NC2CC3CCC2C3)c1 (stereo unspecified) | -4 | 10 | -4 | -3
60 | CCn1nccc1C(=O)Nc1cccc(C)c1C | -10 | 29 | -7 | 1
61 | CC(=O)N1CC(=O)N(c2ccccc2)C1=O | -2 | 2 | 5 | 0
62 | CCCCC(=O)NCCc1cc2c(OC)ccc(OC)c2[nH]c1=O | 4 | -150 | 6 | 0

no. | SENP7 inh | A3G deaminase | Apaf1 inhib | SENP6 block
57 | 4 | 4 | 5 | -11
58 | -2 | -9 | 1 | -7
59 | 11 | -4 | -5 | -7
60 | -15 | -7 | 8 | 7
61 | 3 | -11 | -7 | 10
62 | 4 | -3 | -13 | 2

# Assay outcomes deposited in PubChem BioAssay by Sanford-Burnham Center for Chemical Genomics.
